Screens from PubChem BioAssay.
Yfh1-off respiration: enhancers of respiration in Yfh1-depleted yeast, dose response, Friedreich's ataxia, plus single-dose screen (AID 1465) | S. cerevisiae Yfh1-off respiration, WST-1 reduction, 72 h; higher fold induction means a stronger effect | one-dose fold induction at 50 µM; EC50 in µM for titrated hits | 220,000 tested, 0.074% active;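 active = fold induction of absorbance versus untreated yeast above a set limit, then at least 30% activation at any dose in follow-up; inconclusive = repeats straddling the limit, or above it without dose testing; inactive = fold induction below the set limit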;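 note: activators that raise dye reduction in frataxin-depleted yeast; strong numbers were not always called active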
HIV fusion peptide: cell-free HIV fusion peptide-binding blockers – biochemical, uHTS, fluorescence dequenching, primary screen (AID 1986) | cell-free peptide binding, fluorescence dequenching, 30 min; higher % means a stronger effect | one-dose inhibition, % at 20 µM; IC50 in µM for titrated hits | 290,000 tested, 0.3% active; in the data active = inhibition mostly above about 52%, no sharp cut-off; inactive = mostly below about 76%; note: some results filed as inactive read as strong as hits
Ins promoter up: MIN6 insulin promoter up-regulation | MIN6 insulin promoter-GFP reporter, high-content imaging; active compounds read high | z-score at 5 µM | 190,000 tested, 0.3% active | AID 1625;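 active = z-score above 3 at 5 µM with at least 500 cells counted in the well; inconclusive = wells under 500 cells, flagged as cytotoxic or low count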
WT yeast gro inh: growth inhibition of WT yeast, mitochondrial fusion screen. 190,000 tested, 2.1% active. mitochondrial fusion phenotypic screen, WT strain. AID 1362. inhibition, % at 10 µM; in the data active = inhibition above about 58%; tested in S. cerevisiae
Autophagy HCS: modulators of autophagy; MEF GFP-LC3 puncta imaging; test concentration mostly 10 µM; calls only at 10 µM (by protocol); 190,000 tested, 0.98% active; AID 463193;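 active = percentage of spot-positive cells more than 3 SD above its plate mean, without a fluorescence outlier flag or 80% toxicity; inconclusive = no clear call, values can overlap the other calls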;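 note: spot-positive cell cutoff set from DMSO-treated cells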
AID2073: inhibitors of Mint1-CaV2.2 protein interaction, biochemical, HTRF (AID 2073); HTRF protein-protein interaction, Mint1-CaV2.2; higher % means a stronger effect; inhibition, % at 20 µM, or IC50 in µM where a hit was titrated; 290,000 tested, 0.19% active; in the data active = inhibition mostly above about 51%, no sharp cut-off; inconclusive = no clear call, values can overlap the other calls; inactive = mostly below about 53%; note: some results filed as inactive read as strong as hits
MT stabilizer: stabilizes microtubules in HeLa cells. % tubulin-high responders, % at 10 µM. AID 2205. HeLa tubulin immunostaining HCS, 24 h; share of cells brighter than vehicle mean+2SD. 200,000 tested, 0.83% active;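 active = plate Z-score above 3 for both tubulin-high and condensed-nucleus cell shares, with cell loss under 80%, at 10 µM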;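 note: anti alpha tubulin signal scored within the nucleus-defined area of each cell; some results filed as inactive read as strong as hits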
Dynein cargo inh: dynein cargo transport inhibition. 3617.4 mouse cells, GR-EGFP nuclear translocation imaging; test concentration mostly 20 µM; stimulated with dexamethasone, 1 µM; active compounds read low. z-score, hits read low. 220,000 tested, 0.47% active. AID 1381;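 active = plate z-score of nuclear minus cytoplasmic receptor signal below a set negative limit, without overly bright fluorescence or cell loss, cut at about -3.5 in these data, passing the limit was not always enough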;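 note: z-score of nuclear minus cytoplasmic ring GR-EGFP intensity difference per well; some compounds called inactive have numbers as strong as hits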
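medium = tetracycline-free induction medium containing charcoal-stripped FBS | also added = 1.0 µM final dexamethasone stimulus | schedule = 48 h induction, 1 h compound, 30 min dex at 37 °C | technique = fixed, Hoechst-stained cells imaged at 10x for EGFP | measure = GR-EGFP nuclear translocation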
bCat nuc transl: beta-catenin nuclear translocation modulation | HeLa beta-catenin nuclear translocation, immunofluorescence imaging | nuclear translocation activity, % at 5 µM | 190,000 tested, 0.3% active | AID 1665;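 active = nuclear translocation activity above 50% at 5 µM, with a well cell count of 50 or more; inconclusive = wells under 50 cells across six images, flagged as toxic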;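 note: per-cell ratio of nuclear to cytoplasmic median beta-catenin stain intensity; plate controls were DMSO negative control for no effect and GSK-3 inhibitor IX positive control for full effect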
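Test system: HeLa cells, endogenous beta-catenin; Compound: single 5 µM dose plus 0.02–20 µM confirmation series; Times: compound exposure 24 h at 37°C; Signal: fluorescence imaging of beta-catenin antibody stain plus DAPI; Read-out: % activation, nuclear-to-cytoplasmic median beta-catenin signal ratio per cell.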
WT yeast gro inh mutant strain: further read-out of WT yeast gro inh, marked with its call; inhibition, %; mitochondrial fusion phenotypic screen, mutant strain inhibition
Dynein cargo inh cytoplasmic EGFP: second read-out of Dynein cargo inh, no call of its own (marks repeat the call); z-score; measured here: cytoplasmic GR-EGFP intensity; active compounds read high
Dynein cargo inh nuclear GR-EGFP: also measured in Dynein cargo inh; calls as there; z-score; measured here: nuclear GR-EGFP intensity;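 lower value marks the stronger effect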
Dynein cargo inh cell count: recorded beside Dynein cargo inh, whose call it bears; z-score; measured here: cell count per field
Ins promoter up cell count: also measured in Ins promoter up; calls as there; cell count; measured here: cytotoxicity, nuclei count;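 total cells summed across four imaged fields per well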
bCat nuc transl cell count 5 µM: recorded beside bCat nuc transl, whose call it bears; cell count; measured here: cell count, cytotoxicity flag
MT stabilizer Hoechst-high %: further read-out of MT stabilizer, marked with its call; % Hoechst-high responders; measured here: nuclear condensation Hoechst responders;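 share of cells brighter than vehicle mean plus two SD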
MT stabilizer cytotoxicity %: recorded beside MT stabilizer, whose call it bears; toxicity, %; measured here: cytotoxicity by cell density;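 0% = mean cell density of plate MIN control wells and 100% = no cells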
Autophagy HCS cell loss 18 h: second read-out of Autophagy HCS, no call of its own (marks repeat the call); toxicity, %; measured here: cell loss, nuclei count;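 cell loss after 18 h compound exposure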
* hit, by the source's call; i = inactive; ? = inconclusive; nt = not tested or not shown.

SMILES | Yfh1-off respiration | HIV fusion peptide | Ins promoter up | Ins promoter up cell count | WT yeast gro inh | WT yeast gro inh mutant strain | Autophagy HCS | Autophagy HCS cell loss 18 h | AID2073 | MT stabilizer | MT stabilizer Hoechst-high % | MT stabilizer cytotoxicity % | Dynein cargo inh | Dynein cargo inh cytoplasmic EGFP | Dynein cargo inh nuclear GR-EGFP | Dynein cargo inh cell count | bCat nuc transl | bCat nuc transl cell count 5 µM
CN1CCN(c2ccc([N+](=O)[O-])cc2S(=O)(=O)N2CCOCC2)CC1 | i | 0.5% | nt | nt | 15 | 8 | i | -31 | -24% | 3.1 | 1.8 | 7.3 | 0.27 | -0.2 | 0.42 | -0.54 | nt | nt
Cc1ccc(-c2nnc(CSc3nnc(COc4ccccc4)n3-c3ccc(C)cc3)o2)cc1 | i | 0.1% | -0.71 | 1074 | -6 | 2 | i | -5 | 3% | 3.5 | 2.6 | 11 | -0.91 | -0.077 | -0.29 | 0.24 | -2.3 | 992
O=C1N/C(=N/N=C/c2ccccc2)SC1(c1ccccc1)c1ccccc1 | i | 13% | nt | nt | 6 | -7 | i | 4 | -3% | 1.7 | 2.0 | 8.6 | 0.008 | -0.17 | -0.086 | 0.16 | -10 | 1039
Cc1ccc(C)c(Oc2coc3cc(OCC(=O)Nc4ccccc4C(C)C)ccc3c2=O)c1 | i | 4.8% | -0.51 | 1471 | 2 | -1 | i | -16 | 18% | 3.1 | 2.9 | 1.8 | -0.3 | -0.31 | -0.47 | 0.42 | -3.3 | 1068
COC(=O)C(C(=O)OC)c1ccccc1[N+](=O)[O-] | i | -0.5% | 0.16 | 911 | 2 | 5 | i | -1 | 2% | 1.7 | 1.4 | 8.5 | -0.76 | 0.036 | -0.22 | 0.37 | 2.0 | 906
Nc1nc2n(n1)C(c1cccs1)CC(c1ccc(F)cc1)N2 (stereo not drawn) | i | -3.4% | -0.62 | 1228 | -7 | 3 | i | 3 | -3% | 2.6 | 1.8 | 1.9 | -0.26 | 0.016 | 0.5 | -0.83 | 0.6 | 815
O=C(O)CCCCCCNS(=O)(=O)c1ccccc1 | i | 0.1% | nt | nt | -8 | -3 | i | 1 | 4% | 1.4 | 1.0 | 22 | -1.2 | -0.52 | -0.76 | 2.2 | nt | nt
CCOc1cc(/C=N/NC(N)=O)ccc1OC(=O)c1ccc(C)cc1 | nt | -3.9% | 0.06 | 947 | 28 | -2 | i | 3 | 1% | 1.9 | 1.0 | 6.3 | 0.54 | -0.22 | 0.93 | 0.0063 | -0.2 | 1163
NC(=O)[C@@H]1CCCNc2c(I)cc([N+](=O)[O-])cc2C(=O)N[C@@H](CCC(=O)O)C(=O)N[C@@H](CO)C(=O)N1 | i | 0.6% | -0.37 | 1271 | -15 | 6 | i | -6 | -22% | 3.5 | 3.2 | 2.9 | -0.56 | -0.29 | 0.24 | 0.64 | nt | nt
CCCCCC(O)CCC(=O)NNC1=CC(=O)CC(C)(C)C1 (stereo not drawn) | i | -2.3% | 0.32 | 1565 | 7 | 4 | i | 2 | 0% | 5.6 | 1.1 | 7.8 | 1.3 | -0.21 | 0.26 | -0.37 | -2.6 | 1014
CSCCC(NS(=O)(=O)c1ccc(Cl)cc1)C(=O)OCC(=O)c1c(C)[nH]c2ccccc12 (stereo not drawn) | i | -3.8% | -0.24 | 1173 | 11 | -16 | i | 0 | 4% | 4.7 | 3.0 | 6.0 | -0.2 | -0.26 | 0.0015 | -0.63 | -0.4 | 908
CN(CC(=O)NCCc1ccccn1)S(=O)(=O)c1ccc(Cl)cc1 | i | -0.6% | 0.59 | 1593 | -5 | -11 | i | -3 | 3% | 4.1 | 1.3 | 6.5 | 0.93 | 0.6 | 1.4 | -1.6 | 2.1 | 954
CC(C)(C)OC(=O)NCCCC[C@H](NC(=O)c1[nH]cnc1C(=O)N[C@@H](Cc1ccccc1)C(=O)OC(C)(C)C)C(=O)OC(C)(C)C | i | -0.6% | 0.57 | 873 | nt | nt | nt | nt | 18% | nt | nt | nt | 0.46 | -0.79 | 0.39 | -0.22 | 1.1 | 1176
O=C(NCC(O)COc1ccc([N+](=O)[O-])cc1)c1ccccc1 (stereo not drawn) | i | -0.8% | -0.36 | 1094 | nt | nt | nt | nt | -9% | nt | nt | nt | -1.4 | -0.26 | -0.41 | 1 | 1.1 | 1283
O=C(Oc1ccc2ccc(=O)oc2c1)N1CCOCC1 | nt | -0.8% | 0.21 | 1136 | 8 | 6 | i | 3 | -2% | 4.4 | 2.4 | 7.4 | -0.17 | -0.32 | 0.092 | 0.13 | -2.3 | 1146
O=S(=O)(c1ccc2ccccc2c1)N1CCCCC1 | i | -0.2% | 0.75 | 1042 | -23 | -32 | i | -1 | 0% | 3.5 | 1.9 | 9.1 | -0.83 | 1.3 | 0.11 | 1.6 | 1.7 | 952
CC(C)=C1C2CCC1C1C(=O)N(c3nc(-c4ccc(F)cc4)c(C)s3)C(=O)C21 (stereo not drawn) | nt | 1.4% | ? | nt | 13 | 12 | i | -22 | -1% | 2.5 | 1.7 | 1.4 | -0.23 | -0.19 | 0.43 | -0.41 | 0.3 | 1438
Cc1ccc(S(=O)(=O)Cc2cn3cccnc3n2)cc1 | i | -2.2% | -0.08 | 1305 | 4 | 2 | i | 13 | -7% | 4.7 | 2.0 | 7.2 | -0.87 | -0.1 | -0.2 | -0.13 | -1.4 | 861
CCOc1cc2[nH]c(=O)n(CCCC(=O)NCc3ccco3)c(=O)c2cc1OCC | i | 1.5% | -0.67 | 1481 | -7 | -12 | i | 4 | -1% | 2.4 | 1.7 | 8.2 | -0.21 | -0.22 | 0.06 | 0.6 | -3.3 | 870
S=c1[nH]cnc2sc(-c3ccccc3)cc12 | i | -0.8% | 0.27 | 1245 | 41 | 14 | i | 5 | 21% | 4.3 | 3.2 | 5.2 | -0.1 | -0.35 | -0.01 | 0.76 | 2.3 | 909
COc1ccc(CCNc2ccc(C(CC(N)=O)NC(=O)c3ccc(Br)cc3)cc2[N+](=O)[O-])cc1 (stereo not drawn) | i | 4.6% | 0.7 | 978 | nt | nt | nt | nt | 22% | nt | nt | nt | 0.2 | -0.81 | 0.034 | 0.13 | -1.8 | 1362
O=c1c2ccccc2oc2nc(-c3ccco3)n(Cc3ccccc3)c(=O)c12 | i | -0.5% | -0.81 | 1538 | 8 | 27 | i | 0 | 11% | 2.0 | 1.0 | 5.7 | 0.32 | -0.12 | 0.13 | -0.58 | -0.4 | 644
COc1ccc(-c2noc(CN3CCCCC3)n2)cc1OC | i | -1.2% | nt | nt | 1 | 22 | i | -5 | 11% | 2.1 | 2.5 | 5.5 | -1.3 | -0.24 | -1.1 | 1.7 | nt | nt
CCCCN(CCCC)C(=O)C1(P(=O)(c2ccccc2)c2ccccc2)CCC1 | i | -0.2% | -1.3 | 1120 | nt | nt | nt | nt | 10% | nt | nt | nt | -0.056 | -0.26 | -0.1 | 0.066 | 1.1 | 1337
COc1ccc2c(c1)c1nnc(SCC(=O)N3C(C)CCCC3C)nc1n2C (stereo not drawn) | i | 0.5% | -0.58 | 1502 | 18 | 5 | i | 0 | 26% | 5.3 | 3.0 | 9.0 | -0.039 | -0.22 | 0.33 | -0.45 | -0.3 | 1368
Cc1cccnc1NC(=O)CCNS(=O)(=O)c1ccc2c(c1)c(=O)n(C)c(=O)n2C | i | 3.9% | -0.64 | 1104 | 2 | -7 | i | -3 | -8% | 1.8 | 1.7 | 5.2 | 0.43 | -0.26 | 0.45 | -0.63 | 2.9 | 1051
Cc1ccc2c(c1)c(C)c(C)n2CC(O)Cn1nnc2ccccc21 (stereo not drawn) | i | 1.6% | 0.02 | 989 | 10 | -1 | i | 9 | -12% | 3.8 | 3.7 | 17 | -0.43 | -0.12 | -0.16 | 0.77 | -6.0 | 881
CN1CCc2c(c3c(n2C)CCN(C)C3c2ccc(F)cc2)C1c1ccc(F)cc1 (stereo not drawn) | nt | 3.1% | nt | nt | -9 | -28 | i | 1 | -21% | 3.1 | 2.4 | 7.6 | -0.48 | -0.25 | -0.26 | 1.9 | -2.7 | 1132
CCNc1nc(Oc2ccc(=O)n(-c3ccccc3)n2)nc(N2CCOCC2)n1 | i | -1.0% | -0.27 | 1901 | -1 | -1 | i | 11 | 5% | 4.7 | 1.9 | 6.1 | -0.27 | -0.32 | 0.18 | 0.43 | -0.7 | 1069
CC(=O)Nc1ccc2nc(NC(=O)COc3ccc([N+](=O)[O-])cc3)sc2c1 | i | -1.1% | 0.32 | 1503 | -7 | 15 | i | 2 | -2% | 1.4 | 1.7 | 4.8 | -0.54 | -0.32 | -0.14 | 0.67 | -0.6 | 1014
COC(=O)c1c(-c2ccccc2Cl)noc1/C=C/N(C)C | nt | 1.5% | 0.15 | 1131 | -11 | -7 | i | -5 | 1% | 2.0 | 1.6 | 4.6 | -0.91 | -0.19 | -0.41 | 0.49 | -3.1 | 1088
